S-ASM inh = blocks human secretory acid sphingomyelinase. P17405. placental ASM, HMU-PC fluorogenic substrate, 60 min. Potency, µM (series often up to 57.5 µM), for the others: at the highest dose activity change, negative = inhibition, actives largely listed as inhibitors. hit rate 0.006% among 340,000. AID 504937; note: potency is the fitted concentration of half-maximal effect
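Fluorescence read-out (Ex 386 nm, Em 447 nm) after stopping the reaction at pH 10. Enzyme: ASM from human placenta; substrate HMU-PC0, 9 uM final; 60 min, 37 °C. Compound preincubation 10 min, ambient temperature.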
Tb PFK inh = blocks T. brucei phosphofructokinase. O15648. T. brucei PFK, ADP-Glo luminescence. Potency, µM (series often up to 57.5 µM), inactives show at the highest dose activity, negative = inhibition, usual class: inhibitors. hit rate 0.17% among 330,000. AID 485367;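 note: potency is the fitted concentration of half-maximal effect; 0% = uninhibited 1x PFK enzyme wells and -100% = no-enzyme wells; nearly all actives have a fitted effect of over 60% in size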
Target sequence (O15648 whole entry, looked up): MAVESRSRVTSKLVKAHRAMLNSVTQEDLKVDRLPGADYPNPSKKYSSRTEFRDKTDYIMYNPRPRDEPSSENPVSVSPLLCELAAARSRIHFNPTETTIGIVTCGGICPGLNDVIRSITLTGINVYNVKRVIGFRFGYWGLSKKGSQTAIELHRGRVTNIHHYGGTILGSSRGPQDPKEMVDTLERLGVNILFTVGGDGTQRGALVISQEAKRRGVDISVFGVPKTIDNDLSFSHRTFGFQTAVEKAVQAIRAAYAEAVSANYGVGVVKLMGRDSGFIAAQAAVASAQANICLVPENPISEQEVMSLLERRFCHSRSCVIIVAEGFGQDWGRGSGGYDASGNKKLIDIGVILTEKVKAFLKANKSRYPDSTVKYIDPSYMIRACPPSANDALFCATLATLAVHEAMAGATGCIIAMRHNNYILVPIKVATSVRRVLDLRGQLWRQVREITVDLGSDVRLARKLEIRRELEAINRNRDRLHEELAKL
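Compounds were pin-transferred as a titration series up to 57 uM into substrate buffer (0.5 mM F6P, 0.1 mM ATP, pH 8.0), then 1.25 nM PFK was added and reactions ran 45 min before ADP-Glo detection.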
TCR activator = activates T cell receptor signaling; 330,000 tested, under 10 active; Potency, µM (highest dose often 9.22 µM), without a hit: top-dose activation of IL-2 secretion, most hits filed as activators; primary human leukocytes, anti-CD3, IL-2 HTRF, 48 h; note: % of control where 0% means no effect
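1) Mix primary human leukocytes, a-CD3 beads and compound. 2) Incubate 48 hr. 3) Add HTRF IL-2 reagents (a-IL-2-K, a-IL-2-d2).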
Eya2 inh = Eya2 (human) phosphatase inhibition | O00167 | recombinant Eya2, OMFP fluorescence dephosphorylation (OMFP is methylfluorescein phosphate) | Potency, µM (series often up to 76.9 µM), for inactives: top-dose activity, negative = inhibition, hits mostly inhibitors | hit rate 0.006% among 330,000; note: potency is the fitted concentration of half-maximal effect; % is set by controls: 0 for no effect and ±100 for the full control effect
Target sequence (O00167 whole entry, looked up): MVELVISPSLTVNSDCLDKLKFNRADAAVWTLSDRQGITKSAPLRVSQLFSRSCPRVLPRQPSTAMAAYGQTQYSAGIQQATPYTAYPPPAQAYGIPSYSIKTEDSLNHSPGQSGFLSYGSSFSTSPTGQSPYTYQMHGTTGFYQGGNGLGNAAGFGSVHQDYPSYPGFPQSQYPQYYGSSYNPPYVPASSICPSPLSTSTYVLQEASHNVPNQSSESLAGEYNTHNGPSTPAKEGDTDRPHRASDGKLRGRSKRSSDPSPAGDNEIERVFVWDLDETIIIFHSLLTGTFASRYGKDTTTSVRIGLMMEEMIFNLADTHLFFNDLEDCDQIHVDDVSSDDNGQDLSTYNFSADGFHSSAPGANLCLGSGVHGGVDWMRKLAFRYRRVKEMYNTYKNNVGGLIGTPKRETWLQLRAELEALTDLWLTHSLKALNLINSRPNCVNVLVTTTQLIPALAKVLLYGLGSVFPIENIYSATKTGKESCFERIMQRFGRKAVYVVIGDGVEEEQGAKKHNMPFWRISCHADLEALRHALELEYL
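Eya2 protein (added as 0.2 uM solution) was preincubated with compound for 10 min at ambient temperature in 50 mM HEPES pH 7.5, 50 mM NaCl, 5 uM MgCl2, 0.05% BSA, 1 mM DTT. OMFP (added at 50 uM) then reacted 10 min; fluorescence read at 485/525 nm.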
BCR signal inh = chronic active BCR signaling inhibition | ABC-DLBCL IkBa-CBG/CBR reporter, luminescence ratio, 4 h | Potency, µM (series often up to 46.1 µM), for the others: top-dose ratio change, negative = lower green/red ratio, usual class: inhibitors | hit rate 0.05% among 340,000 | AID 493014; active = well fitted inhibition curve with a large enough effect in the signal ratio, with a control signal flat, not every such curve was filed as active; inconclusive = small, poorly fitted or top-dose-only effect, or effect the other way, or a change in a side signal; the % refers to the signal ratio;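 note: potency is the fitted concentration of half-maximal effect; plate controls were basal doxycycline-induced cells for no effect and cells given 10 µM MG132 for full effect; MG132 reads +100%, hits lower the ratio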
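TMD8 human ABC-DLBCL cells with doxycycline-inducible IκBα–green luciferase fusion and unfused red luciferase, in 0.5% FBS medium; compounds up to 46 uM, 4 h at 37C. Green/red luminescence ratio, filter-overlap corrected, fitted to concentration-response curves.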
Mito fusion yeast = blocks mitochondrial division or promotes mitochondrial fusion; S. cerevisiae fusion-defective mutant growth rescue, CellTiterGlo 48 h; Potency, µM (titrated, usually from 46.1 µM), without a hit: at the highest dose growth rescue (activation), hits mostly activators; hit rate 0.23% among 320,000;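 note: potency is the fitted concentration of half-maximal effect; % of control where 0% means no effect; nearly all actives have a fitted effect of over 45% in size; temperature-sensitive fusion mutants such as fzo1-1 at 37 °C on non-fermentable ethanol glycerol medium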
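Yeast fusion mutant, YPEG (non-fermentable carbon), compound, 48 h at 37C non-permissive; CellTiterGlo added, 10 min RT, luminescence read. Rescued growth = division inhibition.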
Integrin act MD = integrin-mediated muscular dystrophy alleviation activation; alpha7betagal myoblasts, beta-gal FDG fluorescence, 48 h; Potency, µM (titrated, usually from 38.3 µM), for the others: top-dose activation, hits mostly activators; hit rate 0.064% among 350,000;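 note: potency is the fitted concentration of half-maximal effect; 100% = response of the positive control SU9516; nearly all actives have a fitted effect of over 60% in size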
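alpha7betagal+/- myoblasts (passage 13, 250/well) treated 48 h at 37C with compounds at 1:260 dilution of DMSO stock. Lysed, then beta-galactosidase activity read as FDG fluorescence (ex 480/em 540) after 30 min, with pre-read for autofluorescence.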
ELG1 DNA repair = blocks ELG1-dependent DNA repair in HEK293T cells; Potency, µM (titrated, usually from 46.1 µM), for inactives: at the top dose activity change, negative = inhibition, actives largely listed as inhibitors; HEK293T ELG1-luciferase reporter, luminescence, 16 h; DNA damage induced by 5-fluorouridine; hit rate 2.3% among 330,000; note: potency is the fitted concentration of half-maximal effect; % is set by controls: 0 for no effect and ±100 for the full control effect; nearly all actives have a fitted effect of over 55% in size
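Step one: seed 2,000 cells per well. Step two: pin-transfer compound or DMSO alongside 5-fluorouridine. Step three: incubate 16 hr, 37 °C, 5% CO2. Step four: add ONE-Glo, wait 30 min, read luminescence.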
TSHR antag = human thyrotropin receptor antagonism; TSHR-expressing cells, TSH-stimulated cAMP HTRF, 2 h; hits give low values; activity change, negative = inhibition, % at 11.5 µM; hit rate 0.2% among 330,000;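 active = activity change below a set negative limit, meaning inhibition stronger than a set level, cut at about -70% in these data; inconclusive = activity change between two set negative limits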; note: % is set by controls: 0 for no effect and ±100 for the full control effect
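Read-out is FRET at 665 nm (cryptate excitation 337 nm) from a cryptate-tagged anti-cAMP antibody, competed by cell cAMP against cAMP-d2. Compounds are tested on freshly harvested TSHR cells challenged with 4nM TSH (EC80) for 2 hours at 37 deg C.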
AT treatment = candidate therapy for ataxia-telangiectasia | hit rate 0.19% among 320,000 | […] A-T fibroblasts, KAP-1 phosphorylation AlphaLISA; neocarzinostatin DNA damage 30 min before lysis | Potency, µM (series often up to 57.5 µM), without a hit: top-dose activation, actives largely listed as activators; note: potency is the fitted concentration of half-maximal effect; % of control where 0% means no effect; nearly all actives have a fitted effect of over 45% in size
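hTERT-immortalized A-T patient fibroblasts ([…]), 500 cells/well in OPTI-MEM, 1% FBS, got compounds for 60 min, then NCS for 30 min at 37C. Lysates were then assayed for phospho-KAP-1 by AlphaLISA (anti-pKAP1 donor, anti-KAP1 acceptor beads), 6 hr at 25C.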
PTAP TSG101 blk = blocks PTAP/TSG101 interaction to inhibit HIV-1 budding. Q99816. Fluorescence polarization, FITC-PTAP peptide / Tsg101 binding. Potency, µM (top dose mostly 115 µM), for the others: at the highest dose activity change, negative = inhibition, usual class: inhibitors. 340,000 tested, under 10 active. AID 493005; active = well fitted inhibition curve with a large enough effect in the main read-out, with a control signal flat, not every such curve was filed as active; inconclusive = small, poorly fitted or top-dose-only effect, or effect the other way, or a change in a side signal; inactive = no such curve, though single readings can be large or run the other way; note: potency is the fitted concentration of half-maximal effect; % of control where 0% means no effect
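Fluorescence anisotropy tracks displacement of a FITC-tagged PTAP peptide (50 nM) from the Tsg101 binding domain (10 uM), following a 20 min room-temperature incubation at pH 7.5.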
Starred values were filed as active, the others as inactive; i = inactive; u = inconclusive; x = no result given; [ ] = remark or other dose. Unless noted, calls come from the whole dose curve; as a rule, active = well fitted curve in the direction sought with a large enough effect; inconclusive = small, poorly fitted or top-dose-only effect, or another doubt; inactive = no such curve, though single readings can be large; an effect the other way counts as inactive or inconclusive. Compounds were not picked by outcome; any-hit rate near 3.2%.

canonical_smiles	S-ASM inh	Tb PFK inh	TCR activator	Eya2 inh	BCR signal inh	Mito fusion yeast	Integrin act MD	ELG1 DNA repair	TSHR antag	AT treatment	PTAP TSG101 blk
CC(=O)c1ccc(N2CCN(S(=O)(=O)c3ccc4c(c3)NC(=O)CO4)CC2)cc1	1%	-1%	-4%	4%	0%	-2%	0%	u	28	-3%	-2%
CC(Sc1ncnc2ccccc12)C(=O)Nc1ccc2c(c1)OCO2 (configuration not stated)	-7%	-1%	-13%	10%	u	4%	-44%	-2%	-11	-5%	-4%
CC(OC(=O)CCCC(=O)Nc1ccc(F)cc1)C(=O)c1ccccc1 (configuration not stated)	-4%	12%	-5%	-4%	1%	6%	4%	7%	-12	5%	-8%
COc1ccc(C(=O)C(CCCCC(CN(C)C)C(=O)c2ccc(OC)cc2)CN(C)C)cc1 (configuration not stated)	1%	-3%	-2%	-4%	u	-6%	-46%[inhibitor]	-2%	26	9%	-3%
COc1ccc(/C(O)=C2/C(=O)C(=O)N(CCN3CCOCC3)C2c2ccc(C)cc2)cc1 (configuration not stated)	-2%	1%	-3%	5%	0%	1%	-18%	4%	18	-7%	-7%
S=C(NCCN1CCOCC1)Nc1ccc(Cl)cc1Cl	-3%	-1%	-4%[46.1 µM]	1%	0%	-9%	-44%	u	11	4%	2%
Cc1cc(C)c(NC(=O)C2CCCCN2C)c(C)c1 (configuration not stated)	3%	1%	5%	-9%	u	-4%	-11%	16%	1	-1%	-6%
Cc1cccc(NS(=O)(=O)c2ccc3[nH]c(=O)[nH]c3c2)c1C	1%	-9%	6%	-8%	-4%	-13%	6%	-14%	-1	11%	-4%
CC(C)(C)n1nnnc1SCC(=O)Nc1nn(-c2ccccc2)nc1C(N)=O	0%	-1%	1%	10%	u	1%	10%	-5%	1	0%	2%
CCOC(=O)CSc1nc2cc(C(F)(F)F)cnc2n1C	-1%	-9%	7%	-10%	-3%	1%	-9%	4%	-5	-6%	0%
CC(C)CN=c1cc(-c2ccccc2)oc2ccc(Cl)cc12	-1%	0%	5%	0%	u	-2%	0%	-2%	3	2%	-2%
O=C(Nc1ccccc1C(=O)NCc1ccccc1)C1=CSCCO1	37%	0%	-2%	-1%	-8%	-2%	24%	11%	9	6%	-5%
CCOc1ccc(C(=O)Nc2ccc(-c3nc4ccccc4[nH]3)cc2)cc1[N+](=O)[O-]	4%	-1%	3%	-4%	3%	0%	-10%	u	-11	2%	-4%
O=C(N/N=C/c1cccc(O)c1)C(=O)N1CCCCCC1	-1%	-5%	-5%	-1%	2%	-1%	-37%	-5%	-7	0%	2%
COc1ccccc1C(C[N+](=O)[O-])c1c[nH]c2ccccc12 (configuration not stated)	-2%	9%	-3%	-4%	u	19%	-24%	u	8	-5%	0%
CCc1nc(N2CCN(S(C)(=O)=O)CC2)c2c3c(sc2n1)CCCC3	-3%	1%	1%	-8%	18%	11%	-3%	-16%	-16	1%	3%
CC(C)c1nnc(NC(=O)CCC(=O)N2CCN(c3ccccc3F)CC2)s1	3%	-4%	4%	-6%	-3%	3%	-7%	17%	1	-5%	-1%
OCCC1CN(Cc2nc3c(s2)CCCC3)CCN1CCc1ccccc1 (configuration not stated)	5%	-6%	6%	-7%	u	-6%	u	-14%	6	6%	-3%
COc1cc(C=O)ccc1OCCOCCOc1c(C)cc(Cl)cc1Cl	-8%	1%	-7%	-31%	1%	4%	u	-4%	-11	-1%	-3%
O=C(CCCN1C(=O)CCC1=O)Nc1ccc(Br)cc1F	7%	2%	3%	-4%	0%	-3%	-9%[7.66 µM]	12%	-4	x	-3%
CC(C)Cc1cc(C(=O)N2CCCC(C(=O)c3cc(F)ccc3F)C2)no1 (configuration not stated)	-2%	0%	-9%	-1%	3%	11µM*	-26%	4%	-12	4%	0%
CCN(CC)C(=O)OCc1c(-c2cccc(OC)c2)ncc2ccccc12	3%	2%	-2%	4%	u	u	17%	u	-2	3%	-3%
COc1cccc(-c2c(C(=O)N/N=C(\C)c3ccc(Cl)s3)nnn2-c2nonc2N)c1	48%	-12%	-2%	-13%	-1%	0%	18%	0%	18	-4%	-4%
CN(Cc1ccco1)C(=O)Cn1c(=O)oc2cc(S(=O)(=O)NCc3ccccc3)ccc21	7%	2%	-3%[46.1 µM]	0%	3%	-4%	-17%	-16%	21	5%	-6%
CCn1c(COc2cccc(OC)c2)nnc1SCC(=O)NC1CCCC1	-1%	5%	0%	-16%	-1%	7%	-6%	14%	45	15%	-5%
CCOCCCn1c(=NC(C)=O)c(C#N)cc2c(=O)n3ccccc3nc21	i	-2%	-3%	-17%	19%	-1%	13%	0%	-2	5%	-3%
COc1cc(OC)c(C(=O)NCc2cccnc2)cc1OC	3%	-6%	4%	0%	3%	3%	-25%	8%	-3	-1%	-2%
O=C(NCCc1ccccc1)c1ccc(Cl)nc1	-3%	-3%	6%[46.1 µM]	12%	u	-1%	-4%	u	6	2%	-2%
Cc1cccc(N2CC(C(=O)NCc3ccco3)CC2=O)c1C (configuration not stated)	5%	-1%	-7%	1%	5%	-1%	-34%	-3%	18	-9%	-4%
Cc1cccc(N2CCN(C(=O)C3CCN(c4nnc(-n5cccc5)s4)CC3)CC2C)c1 (configuration not stated)	-13%	-4%	13%[46.1 µM]	-9%	-16%	6%	0%	u	-15	-11%	-3%
Cn1cc(Cl)c(C(=O)Nc2nc3ccc(Cl)cc3s2)n1	-3%	-2%	-1%	11%	u	1%	-9%	u	-7	10%	4%
CN(C(=S)NC(=O)c1ccc(F)cc1)C1CCCCC1	-1%	-1%	1%	-5%	u	-10%	9%	u	9	21%	-4%
CC(=O)CCS(=O)(=O)c1ccc(C)c(C)c1	0%	u	0%	11%	u	-2%	-44%	15%	26	-6%	-1%
COc1cc(OC)c(N(C)S(=O)(=O)c2cccc(C(=O)OCC(=O)N3CCOCC3)c2)cc1Cl	-2%	0%	-5%	-14%	-7%	x	0%	u	8	-1%	-2%
COc1ccc(/C=N/N2C(=O)CN(C(=O)c3ccccc3)C2c2ccc(OC)cc2)cc1 (configuration not stated)	-3%	3%	3%	-6%	u	4%	-18%	u	-3	-9%	-3%
O=C(c1coc2ccccc2c1=O)N1CCN(c2cccc(C(F)(F)F)c2)CC1	-2%	-7%	0%	7%	-19%	3%	5%	-8%	17	-7%	-5%
CS(=O)(=O)N1CCN(C(=O)Cc2ccccc2Cl)CC1	4%	4%	-2%	-26%	3%	11%	12%	10%	-6	4%	-7%
CCN(c1ccccc1)S(=O)(=O)c1ccc(Cl)nc1	1%	-4%	-8%	2%	1%	-6%	1%	6%	-8	-7%	-5%
Cn1cc(Br)c(C(=O)NC(=S)N2CCN(c3ccccn3)CC2)n1	-3%	0%	3%[46.1 µM]	3%	-3%	x	-7%	-8%	12	-6%	-4%
Cc1cc(C)n(C(=O)CN2C(=O)c3ccccc3C2=O)n1	3%	-13%	1%	9%	2%	-5%	-5%	12%	11	-3%	-5%

Screening data (PubChem)
